High-throughput results: PubChem, National Center for Advancing Translational Sciences (NCATS)
PI4K2A block = PI4K2A (human) kinase inhibition; AID 1346378; activity change, negative = inhibition, % at 76.9 µM; hit rate 0.13% among 420,000; purified PI4K2A, ADP-Glo luminescence, 1 h; active compounds read low; in the data active = activity change below about -50%; inconclusive = mostly about -30% to -49%;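 note: -100% = wells without enzyme as full effect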
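ADP-Glo luminescence measured ADP generated by PI4K2A enzyme (4 ug/mL before mixing) with 1.2 mM PI substrate (pre-mix) and 300 microM ATP (pre-mix). Tris pH7.5 buffer with MgCl2, Triton X-100; 1 h reaction at ambient temperature.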
12-LOX inh = blocks human arachidonate 12S-lipoxygenase | Potency, µM (highest dose often 108 µM), for the others: at the highest dose activity change, negative = inhibition, most hits filed as inhibitors | purified 12hLO, xylenol orange hydroperoxide absorbance | P18054 | hit rate 1.1% among 580,000; note: potency is the fitted concentration of half-maximal effect
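Hydroperoxide product was detected by ferrous iron/xylenol orange as the 573 to 405 nm absorbance ratio. Arachidonic acid at 40 uM (final) was turned over for 30 min at room temperature by 150 nM human 12hLO, pH 7.0 Hepes buffer, after 15 min compound preincubation.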
GLS inhibitor = inhibitors of human glutaminase (GLS). O94925. GLS enzymatic activity, qHTS titration. Potency, µM (highest dose often 45.5 µM), without a hit: top-dose activity change, negative = inhibition, most hits filed as inhibitors. hit rate 0.21% among 410,000; note: potency is the fitted concentration of half-maximal effect
Target sequence (O94925 whole entry, looked up): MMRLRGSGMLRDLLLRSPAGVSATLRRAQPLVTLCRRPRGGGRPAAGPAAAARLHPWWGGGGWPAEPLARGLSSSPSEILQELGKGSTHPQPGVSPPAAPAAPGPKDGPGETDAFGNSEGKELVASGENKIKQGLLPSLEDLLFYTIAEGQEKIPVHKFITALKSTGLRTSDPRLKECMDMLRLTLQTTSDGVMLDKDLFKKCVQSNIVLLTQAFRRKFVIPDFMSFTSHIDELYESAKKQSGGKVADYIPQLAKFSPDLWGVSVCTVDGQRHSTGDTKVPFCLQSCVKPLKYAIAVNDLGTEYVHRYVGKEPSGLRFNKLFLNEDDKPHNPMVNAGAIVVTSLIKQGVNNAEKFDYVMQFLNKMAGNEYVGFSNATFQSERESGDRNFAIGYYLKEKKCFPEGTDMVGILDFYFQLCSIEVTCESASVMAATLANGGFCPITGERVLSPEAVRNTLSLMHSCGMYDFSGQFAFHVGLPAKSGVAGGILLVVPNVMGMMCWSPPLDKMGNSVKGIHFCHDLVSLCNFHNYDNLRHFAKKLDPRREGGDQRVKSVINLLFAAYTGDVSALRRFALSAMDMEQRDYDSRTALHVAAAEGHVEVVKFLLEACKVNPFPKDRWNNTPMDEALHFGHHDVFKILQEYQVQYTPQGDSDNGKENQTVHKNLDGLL
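Two-point fluorescence kinetic (t0, 30 min RT) for hKGA; glutamate detected via glutamate oxidase–HRP–Amplex Red. Substrate: 1 mM L-glutamine solution; buffer 45 mM KH2PO4, pH 8.2.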
* hit, by the source's call; ? = inconclusive; [ ] = another dose, or the depositor's remark. Unless noted, calls come from the whole dose curve; as a rule, active = well fitted inhibition curve with a large enough effect; inconclusive = small, poorly fitted or top-dose-only effect, or another doubt; inactive = no such curve, though single readings can be large or run the other way. Unless noted, % is set by controls: 0 for no effect and ±100 for the full control effect. The list is partial; count on the stated rates, not on these rows.

PI4K2A block	12-LOX inh	mol	GLS inhibitor
-7.8	17.0%	O=C1c2ccccc2C(c2nnnn2-c2ccc3c(c2)OCCO3)N1CCCn1ccnc1 (centres undefined)	2.5%
2.4	3.9%	COc1ccc(CCCNC(=O)C2Cc3c(-c4ccc(NC(C)=O)cc4)ccnc3O2)cc1 (centres undefined)	-1.0%
-17.2	?	C#CCN(C[C@@H]1[C@@H](OC(=O)NCC2CCCCC2)[C@@H](OC(=O)NCC2CCCCC2)Cn2c(=O)ccc(=O)n21)S(=O)(=O)c1ccc(C)cc1	-1.9%
0.7	?	O=C(NCCC(F)(F)F)C1Cc2c(-c3cccc(F)c3)ccnc2O1 (centres undefined)	0.0%
2.9	-8.9%	CC(NC(=O)COC(=O)c1ccc2c(=O)n3c(nc2c1)CCCCC3)c1ccc(F)cc1 (centres undefined)	1.0%
3.5	-23.4%	CCOC(=O)C1=CCN(S(=O)(=O)c2ccccc2Br)C1c1ccc(F)cc1 (centres undefined)	1.2%
-4.6	?	CNc1cncc(-c2ccc(O)cc2)n1	33.9%[activator]
0.4	?	O=C(CC1(O)C(=O)Nc2ccc(Br)cc21)c1ccccc1 (centres undefined)	-4.3%
-3.9	?	CCOC(=O)C1=C(C#N)C(C(=O)OCC)c2ncccc21 (centres undefined)	-20.3%
-2.7	-9.9%	CCN1C(=O)[C@@H]2[C@@H]3CN(S(=O)(=O)c4ccccc4C)[C@@H](c4ccc(Cl)cc4)[C@@H]3C(=O)C[C@@H]2C1=O	5.9%
-2.6	1.7%	CNC(=O)c1ccsc1NC(=O)CS(=O)(=O)c1ccc(F)cc1	20.7%
-6.0	13.7%	O=C(CN1CCN(c2cccc(C(F)(F)F)c2)CC1)Nc1ccc2c(c1)OCCCO2	4.5%
-0.2	-4.3%	O=C(NCc1ccc(F)cc1)c1cc(C2CCCCN2S(=O)(=O)c2ccc(F)cc2F)on1 (centres undefined)	-2.1%
0.8	-7.0%	OC(c1cc(Cl)cc(Cl)c1)c1ncc(-c2ccccc2F)[nH]1 (centres undefined)	-5.6%
-5.4	3.9%	CC(C)(C)CCN1CCC(CN2CCNC2=S)CC1	1.4%
-1.5	-6.6%	Cc1noc(C)c1S(=O)(=O)Nc1ccc2c(c1)C(=O)N([C@H](C)CO)C[C@H](C)[C@H](CN(C)S(=O)(=O)c1ccc(Cl)cc1)OCCCC[C@@H](C)O2	-15.8%
3.9	-21.5%	O=C(c1ccc(F)cc1)N1CCC(C(=O)N2CCCc3ccccc32)CC1	-1.8%
0.3	?	CCCN(C)C1CN(Cc2cn(CCCOC)nn2)S(=O)(=O)C1 (centres undefined)	-2.1%
1.5	-4.8%	OC(c1ccc(Cl)cc1)c1ncc(-c2ccccc2Cl)[nH]1 (centres undefined)	4.3%
-0.8	-38.6%	CCN(CC)C(=O)C1=C(C)N(Cc2ccc(F)cc2)C(=O)C(CC(=O)NCCCN(C)C)C1 (centres undefined)	4.4%
-2.8	-3.5%	COc1cccc(NC(=O)C2(C)CCN2C(=O)CC2CC2)c1 (centres undefined)	3.2%
4.7	4.9%	O=C(NCCN1CCOCC1)c1cc(-c2ccccc2)nc2ccccc12	-12.5%
-9.6	-1.9%	COc1cccc(Nc2nc(C(N)COCc3ccccc3)cs2)n1 (centres undefined)	-0.5%
4.4	-14.9%	NC(Cc1ccc(Cl)cc1)c1csc(Nc2ccc(C(F)(F)F)cn2)n1 (centres undefined)	1.9%

Record cards, as listed above. Values in the order: PI4K2A block, 12-LOX inh, GLS inhibitor
`O=C(NCCN1CCOCC1)c1cc(-c2ccccc2)nc2ccccc12` is listed with 4.7, 4.9%, -12.5%
`O=C(CN1CCN(c2cccc(C(F)(F)F)c2)CC1)Nc1ccc2c(c1)OCCCO2` is listed with -6.0, 13.7%, 4.5%
`CNc1cncc(-c2ccc(O)cc2)n1` is listed with -4.6, ?, 33.9%[activator]
`CC(NC(=O)COC(=O)c1ccc2c(=O)n3c(nc2c1)CCCCC3)c1ccc(F)cc1` (centres undefined) is listed with 2.9, -8.9%, 1.0%
`CCOC(=O)C1=CCN(S(=O)(=O)c2ccccc2Br)C1c1ccc(F)cc1` (centres undefined) is listed with 3.5, -23.4%, 1.2%

Next structures
PI4K2A block	12-LOX inh	mol	GLS inhibitor
4.9	1.3%	O=C(Nc1cccc2ccccc12)c1ccco1	6.8%
2.0	-12.4%	COc1ccc(CC(N)c2csc(Nc3nccc(C(F)(F)F)n3)n2)cc1 (centres undefined)	-2.3%
-1.0	?	COc1ccc2cc(CN(C)C(=O)CN3C(=O)NC4(CCCC4)C3=O)ccc2c1	1.5%
6.1	?	Nc1ncnc2c1ccn2[C@H]1CN(Cc2ccc3c(c2)OCO3)C[C@@H](COC(=O)c2ccccc2)O1	2.7%
-0.1	-0.1%	CN1OC[C@@H]2CN(C(=O)CCc3ccccc3)[C@H](c3ccc(N4CCCCC4)cc3)C[C@@H]21	44.8%[activator]
1.4	-4.1%	CC(C)CC(N)c1csc(Nc2ccc(C(=O)NCCO)cc2)n1 (centres undefined)	15.7%
-1.9	-21.6%	CC(C)CNc1ncnc2c1ncn2[C@H]1CN(Cc2ccc3c(c2)OCO3)C[C@@H](CO)O1	5.8%
-3.3	2.6%	O=C(NCc1cc(Cl)cc(Cl)c1)c1csc([C@@H]2O[C@H](CO)[C@H](O)[C@H](O)[C@H]2O)n1	-26.2%
6.3	4.6%	CN(CC1COc2ccccc2O1)C(=O)CCNS(=O)(=O)c1ccc(F)c(Cl)c1 (centres undefined)	-7.0%
1.8	108.9%[activator]	COC(=O)c1ccc(N2C(c3cc(OC)cc(OC)c3)=Cc3ccc(-c4cccnc4)cc3C2CC(=O)C2CC2)cc1 (centres undefined)	0.6%
3.7	-13.1%	Cc1nc(NC(=O)c2ccccc2)sc1-c1cc(C(=O)N2CCOCC2)nn1Cc1ccccc1	-4.6%
2.8	?	COc1cccc(C(C)(O)c2nc(-c3cccc(F)c3)cs2)c1 (centres undefined)	10.8%
-2.9	?	CCC(c1nnnn1-c1ccc2c(c1)OCCO2)N1CCN(C/C=C/c2ccccc2)CC1 (centres undefined)	6.9%
4.7	2.1%	CCCC(=O)N1CCCC1(C)C(=O)Nc1ccc2c(c1)CCN2C(C)=O (centres undefined)	2.5%
1.8	-23.4%	O=C(O)c1cccc(-c2csc(C(O)c3ccc(F)cc3)n2)c1 (centres undefined)	10.5%
-0.3	-21.2%	CC(C)(C)n1nnnc1C(c1cc2ccccc2o1)N(CCC#N)Cc1ccccc1 (centres undefined)	7.9%
6.7	-2.4%	O=C1NC(Cc2ccccc2)c2nc3ccc(Cl)cc3c(=O)n2-c2ncccc21 (centres undefined)	-8.9%
4.3	?	Cc1cc(C)c(NS(=O)(=O)c2ccc3c(c2)oc(=O)n3C)c(C)c1	-10.0%
-1.7	20.2%	COCCn1c(=S)[nH]c2cc(C(=O)NC3CCCCCC3)ccc2c1=O	-0.6%
1.1	0.8%	Cc1cc(C)c2cc(C#N)c(NCCCNC(=O)c3cccnc3)nc2c1	1.3%
-5.5	-2.6%	Cc1cn(C2CC(O)C(O)C(CO)O2)c(=O)[nH]c1=O (centres undefined)	2.2%
-2.6	-15.4%	C[C@H]1CN([C@@H](C)CO)S(=O)(=O)c2ccc(Br)cc2O[C@H]1CN(C)Cc1ccc(F)cc1	0.0%
-4.6	?	O=C1NC[C@H](CCCCN2C[C@H](Cc3ccccc3)N(CCc3ccccc3)C(=O)C2=O)N(CCc2ccc(O)cc2)C1=O	8.9%
-1.0	-5.7%	COc1ccc(NC(=O)c2cc(-c3cc(F)ccc3OC)n[nH]2)c(OC)c1	-1.2%

Some of these compounds in order of the PI4K2A block value, rising.
PI4K2A block	12-LOX inh	mol	GLS inhibitor
-2.9	?	CCC(c1nnnn1-c1ccc2c(c1)OCCO2)N1CCN(C/C=C/c2ccccc2)CC1 (centres undefined)	6.9%
-1.7	20.2%	COCCn1c(=S)[nH]c2cc(C(=O)NC3CCCCCC3)ccc2c1=O	-0.6%
-1.0	-5.7%	COc1ccc(NC(=O)c2cc(-c3cc(F)ccc3OC)n[nH]2)c(OC)c1	-1.2%
-0.3	-21.2%	CC(C)(C)n1nnnc1C(c1cc2ccccc2o1)N(CCC#N)Cc1ccccc1 (centres undefined)	7.9%
1.1	0.8%	Cc1cc(C)c2cc(C#N)c(NCCCNC(=O)c3cccnc3)nc2c1	1.3%

Next section.
PI4K2A block	12-LOX inh	mol	GLS inhibitor
5.8	3.4%	CC1CCN(S(=O)(=O)N2CCC(C(=O)NCc3ccc(F)cc3Cl)CC2)CC1	-1.3%
5.4	3.5%	CC(C)n1c(=O)c2ccccc2n1Cc1cn(C2CCCC2)nn1	-3.7%
-3.3	0.7%	CC(C)NC(=O)c1cc(C2CCCCN2C(=O)CCCc2ccccc2)on1 (centres undefined)	6.8%
-3.9	?	O=C(NCC(F)(F)F)c1cc2c(c(-c3cccc(-c4ccccc4F)c3)n1)[C@@H](CCO)N(C(=O)CC1CC1)C2	-2.6%
-2.2	-22.3%	COc1ccc(C(O)c2nc(-c3cc4ccccc4o3)cs2)cc1 (centres undefined)	12.2%
-5.3	?	Cc1ccc(/C(O)=C2\C(=O)C(=O)N(CCCN3CCOCC3)C2c2ccccc2F)cc1 (centres undefined)	14.4%
0.8	6.4%	CSc1ncnc2c1ncn2CCCNCc1ccc(C)o1	-6.9%
6.8	-29.6%	CC1(Oc2ccc(CC#N)cc2)CCN(Cc2ccccc2OC(F)F)C1 (centres undefined)	3.6%
-2.2	?	CC(=O)N1C[C@@H](CO)[C@@H](N(C)C(=O)C(C)(C)C)C[C@H]1c1ccccc1	-0.6%
-0.1	22.7%	CN(Cc1ccco1)C(=O)[C@H](Cc1ccccc1)NC(=O)CC[C@H]1O[C@@H](n2ccc(=O)[nH]c2=O)[C@H](O)[C@@H]1O	18.2%
1.5	-13.0%	CCc1nc2ccc(C(=O)Nc3cc(-c4ccccc4)ccc3OC)cn2c1N(CC)CC(=O)N(C)C	1.9%
-0.6	-21.5%	CCCNC(=O)C1(C)CCCN(Cc2cccc(C(F)(F)F)c2)C1 (centres undefined)	3.8%
-0.6	-22.4%	Cn1ccc2c(N3CCOCC3)cc3c(c21)C1CCC3C1 (centres undefined)	54.4%[activator]
5.0	?	CCCC(=O)N1CCC1(C)C(=O)NS(=O)(=O)c1cccc(C)c1 (centres undefined)	?
-2.8	?	COc1ccccc1Cc1c(-c2cccc(Br)c2)nc2ccc(Br)cn12	11.6%
-2.8	-12.8%	O=C(NCCc1ccccc1)c1[nH]c(C(F)(F)F)nc1-c1ccccc1	-0.8%
-1.4	-5.9%	Cc1cscc1-c1nc(NCC2CC2)nc2ccsc12	-1.1%
7.0	-4.8%	COc1ccc(Cl)cc1-c1cc(C(=O)NCC2CCCCC2)[nH]n1	-8.3%
-8.1	?	CCc1nc2ccc(C(=O)Nc3cc(-c4ccccc4)ccc3OC)cn2c1N(CCN(C)C)CC1CC1	1.0%
-2.3	-9.1%	Cn1nc(C(C)(C)C)cc1NC(=O)C1(C)CCN1C(=O)Cc1ccc(-c2ccccc2)cc1 (centres undefined)	-1.2%
-3.5	11.6%	CCc1nc2c(OCc3ccc(F)cc3)cccn2c1N(C)C(=O)COc1ccccc1	4.2%
-3.6	?	C[C@@H](NC(=O)C[C@@H]1C[C@@H]2c3cc(NS(=O)(=O)c4ccc(F)cc4)ccc3O[C@@H]2[C@@H](CO)O1)c1ccccc1	15.2%
